# Source: PubChem (several laboratories)
# HUVEC inhibit – blocks proliferation of human endothelial cells. HUVEC proliferation, CellTiter-Glo luminescence, 72 h; active compounds read low. viability, % at 10 µM (by protocol). hit rate 1.1% among 86,000;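 active means viability at or below 30%; inactive means viability above 30%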;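 further: 100% = median luminescence of DMSO-only cell control wells on each plate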
# S1P2 agonist – S1P2 (human) receptor agonism; O95136; S1P2-expressing cell line, agonist reporter read-out; activation, % at 4.5 µM; hit rate 0.46% among 97,000; in the data active means activation above about 16%;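 further: 0% = vehicle low control and 100% = maximal reference agonist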
# Target sequence (O95136 whole entry, looked up): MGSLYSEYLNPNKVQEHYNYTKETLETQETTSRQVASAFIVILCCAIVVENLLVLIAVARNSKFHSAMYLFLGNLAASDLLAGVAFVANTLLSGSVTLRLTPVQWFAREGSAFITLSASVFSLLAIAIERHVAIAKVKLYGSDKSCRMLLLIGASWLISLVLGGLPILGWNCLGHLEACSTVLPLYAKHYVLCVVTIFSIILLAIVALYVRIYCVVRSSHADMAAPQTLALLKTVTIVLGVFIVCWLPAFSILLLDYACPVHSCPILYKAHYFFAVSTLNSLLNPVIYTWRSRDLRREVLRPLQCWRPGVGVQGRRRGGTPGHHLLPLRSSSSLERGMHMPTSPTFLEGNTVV
# DAT uptake mod – human DAT dopamine uptake with cocaine, either direction; hit rate 1.3% among 110,000; B-score at 10 µM; Q01959; LLC-PK1 hDAT cells, [14C]-dopamine uptake with cocaine IC80; actives deviate in either direction;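 active means Z score or B-score, a plate-position-corrected score, falls beyond the plate's 99.7% confidence bounds, in either direction; inactive means both scores lie inside the 99.7% bounds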;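 further: scored against the spread of the other compound wells on the same plate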
# Target sequence (Q01959 whole entry, looked up): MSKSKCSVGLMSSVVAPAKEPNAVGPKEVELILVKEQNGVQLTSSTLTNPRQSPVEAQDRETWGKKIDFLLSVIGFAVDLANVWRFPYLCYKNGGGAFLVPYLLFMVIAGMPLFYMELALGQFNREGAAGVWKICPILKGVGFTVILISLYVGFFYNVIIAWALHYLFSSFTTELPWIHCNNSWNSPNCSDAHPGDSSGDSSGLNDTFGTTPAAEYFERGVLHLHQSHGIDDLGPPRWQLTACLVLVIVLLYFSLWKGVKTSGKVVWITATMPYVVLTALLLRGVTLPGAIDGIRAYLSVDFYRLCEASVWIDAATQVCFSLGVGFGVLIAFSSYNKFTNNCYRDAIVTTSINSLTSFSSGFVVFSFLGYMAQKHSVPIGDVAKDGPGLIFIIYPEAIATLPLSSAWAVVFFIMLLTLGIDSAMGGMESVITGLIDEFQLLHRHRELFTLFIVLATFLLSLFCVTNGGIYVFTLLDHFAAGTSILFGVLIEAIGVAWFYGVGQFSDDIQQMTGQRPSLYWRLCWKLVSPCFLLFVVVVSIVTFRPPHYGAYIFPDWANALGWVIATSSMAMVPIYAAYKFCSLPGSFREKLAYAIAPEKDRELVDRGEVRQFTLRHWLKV
# PostGolgi ctrl – growth of the yeast control strain, post-Golgi counter-screen | hit rate 5% among 98,000 | inhibition, % at 10 µM | efflux-deficient yeast background strain, growth absorbance A615, 16 h | AID 738
# Fibroblast inh – blocks proliferation of human lung fibroblasts. LL 47 human lung fibroblast viability, ATP luminescence; active compounds read low. viability, % at 10 µM. hit rate 1.1% among 85,000. AID 719;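 active means viability at or below 50% in the single dose screen; inactive means viability above 50%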;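 further: compound exposure lasted 72 h before the ATP readout; 100% = median luminescence of untreated cell-only wells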
#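 Material: Human LL 47 lung fibroblast cells | Input: 1,150 cells/well | Buffer or medium: IMEM plus 15% FBS | Compound dosing: 0.1% DMSO in all compound wells | Times: Overnight cell rest, 72 h compound treatment at 37 °C | Signal: CellTiter-Glo luminescence measuring cellular ATP | Measure: % viability versus median cells-only luminescence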
# H69AR growth 86K – blocks growth of human H69AR lung tumor cells. AID 598. H69AR lung tumor viability, ATP luminescence, 72 h; active compounds read low. viability, % at 10 µM. hit rate 6% among 85,000;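 active means viability at or below 40%; inactive means viability above 40%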;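 further: multidrug resistant small cell line overexpressing MRP-1 efflux transporter; 100% = mean luminescence of untreated control wells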
# E coli WT exp – growth inhibitors of E. coli BW25113 wild type. OD600 absorbance. growth inhibition, % at 100 µM. hit rate 0.15% among 98,000;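 active means growth inhibition above about 50% at one test dose, limit read from the data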;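 further: growth measured after 20 h incubation at 37 °C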
# PostGolgi yeast – growth inhibition of a yeast mutant, post-Golgi transport screen. AID 739. inhibition, % at 10 µM. post-Golgi transport phenotypic cell assay. hit rate 0.9% among 98,000;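 further: yeast cells grown in 1536-well plates; yeast grown about 18 h at 30C before absorbance read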
# S1P2 antag – S1P2 (human) receptor antagonism; O95136; hit rate 0.21% among 97,000; cell-based S1P2 antagonist assay, inhibition at 5 uM; inhibition, % at 5 µM; in the data active means inhibition above about 45%;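 further: CRE beta-lactamase reporter cells expressing human S1P2 stimulated with S1P; 0% = agonist at EC80 alone and 100% = agonist plus reference antagonist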
# * marks the source's active call; other numbers are inactive results; . = no result given. Unless noted, no stated cut-off is given here; in the data, active means inhibition above about 30%; inactive means the rest.
SMILES,HUVEC inhibit,S1P2 agonist,DAT uptake mod,PostGolgi ctrl,Fibroblast inh,H69AR growth 86K,E coli WT exp,PostGolgi yeast,S1P2 antag
Cc1oc(-c2ccc(Cl)cc2)nc1CN1CCCC(C(=O)NCCCN2CCCC2=O)C1 (configuration not stated),99,-3,.,-5,99,101,0,3,-8
COC(=O)c1ccccc1NC(=O)CC#N,92,.,-0.18,-3,92,99,5,6,.
c1ccc(CNc2nnnn2-c2ccccc2)cc1,103,1,-0.0098,.,99,99,.,.,9
O=C(N/N=C/C(Cl)=C/c1ccccc1)c1cnccn1,101,-5,1.2,.,98,71,.,.,-2
O=C(Nc1ccc(F)cc1)c1cnc(-c2ccccc2)nc1-c1ccccc1,.,-3,-1.1,-5,.,.,-11,-3,15
CCN1C=C(Cc2ccc(OC)cc2)C2=C(C1)C(c1ccc(OC)cc1)C(C#N)=C(N)O2 (configuration not stated),.,-7,.,0,.,.,-10,-4,7
COc1cccc(C(=O)Nc2ccc(NC(=O)C3CC3)cn2)c1,97,-1,-0.99,4,104,88,-8,-20,10
CCCCOc1ccc(NC2=NC3(CCCCC3)N=C(N)N2)cc1,71,-2,1.2,30,61,75,59*,-3,-3
COc1ccc(C2NC(=O)c3sc4nc(C)c(C(C)=O)c(-c5ccc(Cl)cc5)c4c3N2)cc1 (configuration not stated),.,4,-1.5,0,.,.,-12,-1,-23
Cc1cccc(NS(=O)(=O)c2cc(C(=O)OCC(=O)Nc3cc(C)on3)ccc2C)c1,.,-10,-0.73,0,.,.,-2,-6,4
O=C(CCn1c(=O)oc2ccccc21)N1CCc2ccccc21,101,-9,-0.94,5,110,87,9,5,13
N#CC1=C(N)N(c2ccccc2)C2=C(C(=O)CCC2)C1c1ccsc1 (configuration not stated),94,.,-0.022,-1,94,27*,6,2,.
COC(=O)c1nonc1NCn1nnc2ccccc21,100,-3,-1.1,11,104,90,2,8,-4
Cc1c(C(=O)OCC(=O)N2CC(C)OC(C)C2)oc2ccc(Br)cc12 (configuration not stated),110,-4,0.87,12,104,86,-5,3,10
CC(=O)C1=C(C)OC(N)=C(C#N)C1c1ccncc1 (configuration not stated),.,-3,-0.38,17,.,.,-4,0,0
CCCCCC1CC(CC(=O)O)C(=O)O1 (configuration not stated),107,-3,-0.89,3,107,102,-8,-4,-4
Cc1nc(-c2ccc(O)c(O)c2)cs1,69,-3,0.66,10,74,45,12,-2,18
O=C(O)CC1SC(=Nc2cccc(C(F)(F)F)c2)NC1=O (configuration not stated),107,-5,0.024,8,93,93,-1,-7,-14
Cc1cc(C)cc(N2C(=O)CC(n3ccnc3)C2=O)c1 (configuration not stated),97,-4,-0.084,32*,105,98,3,5,-1
CCOc1ccc2[nH]c(=O)c(C(c3nnnn3CCOC)N3CCOCC3)cc2c1 (configuration not stated),90,-1,0.012,0,103,104,-2,2,9
COc1cc2oc3ccccc3c2cc1N(CC(=O)N1CCCCC1)S(=O)(=O)c1ccc(C)cc1,.,-5,-0.15,43*,.,.,-11,-3,0
CC(=O)COC(=O)CNC(=O)c1ccc(Br)cc1,.,-4,0.43,-5,.,.,-2,12,-15
Cc1ccn2c(NC3CCCCC3)c(C(C)C)nc2c1,99,-1,0.77,.,101,77,.,.,-13
COC(=O)c1ccc(C(=O)OCc2nc3cc4ccccc4cc3[nH]2)cc1,101,-3,-0.97,.,111,53,.,.,-3
CN1C(=O)C2CN(CCc3ccccc3)CNC2N(C)C1=O (configuration not stated),101,.,0.79,-3,99,101,-11,-2,.
CCOC(=O)COc1ccc(S(=O)(=O)NCc2ccco2)cc1,105,-4,-2.3,2,112,93,2,2,25
Cc1ccc(C)c(NC(=S)N(CCc2nc3cc(C)c(C)cc3[nH]2)Cc2cccnc2)c1,.,-2,0.18,13,.,.,-12,-19,-1
Cc1cc(NC(=O)CSc2ccccc2)no1,102,-1,-0.67,22,97,93,9,-3,4
CS(=O)(=O)N1CCN(c2nnc(-c3ccccc3)c3ccccc23)CC1,93,.,1.1,10,94,85,1,0,.
COc1ccccc1CC(=O)NCCc1ccc(S(N)(=O)=O)cc1,96,-5,0.66,6,94,84,6,6,-7
COc1ccc(OC)c(S(=O)(=O)Nc2cccc(F)c2)c1,96,-2,-0.2,14,95,95,-1,-6,-9
CCNC(=O)NC(=O)C(C)Sc1ccc2c(c1)OCCO2 (configuration not stated),88,-6,-1,1,98,97,1,-9,-12
CCCS(=O)(=O)N1CCC(C(=O)NCCCN2CCC(Cc3ccccc3)CC2)CC1,91,-7,-0.15,26,106,99,-3,-5,4
CCC(=O)Nc1ccc(NC(=O)c2cc3ccccc3o2)cc1,94,-5,-0.23,-9,106,86,-3,2,13
O=C(CC(=O)Nc1ccccn1)Nc1ccccn1,92,-2,-0.54,3,96,91,7,1,16
O=C(Cc1nc2ccccc2s1)c1ccc(O)cc1O,93,-7,0.005,4,95,84,-1,-6,16
COCCNC(=O)CSc1nc2cc(OC)c(OC)cc2c(=O)n1Cc1ccc(OC)cc1,102,-1,0.16,46*,92,95,-3,5,-12
Cc1cc2cc(C)c3nnc(SCC(=O)NCc4ccco4)n3c2cc1C,75,-1,1.4,10,106,70,2,-5,-19
c1ccc2c(c1)nc(CN1CCOCC1)n1c3ccccc3nc21,118,-2,1.3,2,97,50,-2,10,-33
CC(=O)Nc1cccc(NC(=O)c2c(-c3ccccc3Cl)noc2C)c1,99,.,-0.49,1,95,85,-9,-5,.
CCCc1c(C)c(C#N)c2nc3ccccc3n2c1NCCCN1CCOCC1,.,-1,-0.058,3,.,.,-1,21,-8
CCOC(=O)c1cnc2ccc(OCC)cc2c1N1CCN(c2ccccc2OC)CC1,67,-4,1,59*,87,29*,-17,0,-2
COc1ccc(OC)c(NC(=O)CSc2nc3ccccc3c(=O)n2CCNC(C)=O)c1,90,2,-0.81,-7,90,61,-3,4,-35
O=C(Cc1cn2ccsc2n1)Nc1cccc2cnccc12,93,0,-1.2,2,94,83,6,4,9
COc1ccc(NC(=O)CN2CCC(C(N)=O)CC2)cc1,93,-6,-1.1,-6,100,.,-1,16,0
O=C(COC(=O)c1cccnc1)c1ccc(Cl)c(Cl)c1,100,-6,1.5,9,100,93,4,-2,1
c1ccc(-n2nnnc2NC2CCCCC2)cc1,.,-8,0.071,0,.,.,3,1,8
O=C(CSc1nc(-c2ccc(F)cc2)cc(C(F)(F)F)n1)NCc1ccco1,97,-8,-0.97,.,98,87,.,.,-4
CCN(c1ccccc1)S(=O)(=O)c1ccc(Oc2ccc(-n3ccnc3)cc2)nc1,75,-9,1.4,18,49*,64,-6,-1,17
CCOC(=O)c1c(NC(=O)c2ccco2)sc2c1CCCC2,93,.,-1.6,8,108,81,3,3,.
COc1ccc(N(C)S(=O)(=O)c2ccc3c(c2)CCC(=O)N3)cc1,91,-1,-0.22,2,89,91,-1,-4,-6
CC1=C(C(=O)Nc2ccccc2)C(c2ccc(C)o2)n2ncnc2N1 (configuration not stated),90,.,0.3,-6,101,86,2,4,.
COc1ccccc1CNc1nc2nc(C)cc(=O)n2[nH]1,98,-2,0.65,-2,94,102,1,9,-9
Cc1ccc(NC(=O)Nc2ccccc2C(=O)NCc2ccccc2)cc1,93,-2,0.84,7,101,92,-2,-1,-5
O=C(Nc1cccc(F)c1)c1ccc2c(c1)OCO2,100,-7,0.41,9,104,95,2,13,-8
c1ccc(-c2nnc(CSc3nc4ccccc4[nH]3)o2)cc1,.,-4,-0.99,19,.,.,6,1,-11
O=C(CSc1nncs1)NCc1ccc2c(c1)OCO2,97,-3,-0.56,.,100,103,.,.,14
CN1CCC2(CC1)Nc1nc(SCc3ccc(Cl)cc3)nn1C1=C2CN(C)CC1,.,.,-0.37,8,.,.,24,5,.
CN1c2ccccc2C(C)(C)C12CC(CCl)=NO2 (configuration not stated),90,-3,.,-1,96,4.5*,-2,18,3
CC1(C)Cc2c(c(=S)nc(-c3ccccc3)n2CCCN2CCOCC2)CO1,98,.,-0.17,-2,102,.,-3,7,.

# Exported as tab-separated lines: entries from further up
mol	HUVEC inhibit	S1P2 agonist	DAT uptake mod	PostGolgi ctrl	Fibroblast inh	H69AR growth 86K	E coli WT exp	PostGolgi yeast	S1P2 antag
CC1=C(C(=O)Nc2ccccc2)C(c2ccc(C)o2)n2ncnc2N1 (configuration not stated)	90	.	0.3	-6	101	86	2	4	.
COc1ccccc1CNc1nc2nc(C)cc(=O)n2[nH]1	98	-2	0.65	-2	94	102	1	9	-9
Cc1ccc(NC(=O)Nc2ccccc2C(=O)NCc2ccccc2)cc1	93	-2	0.84	7	101	92	-2	-1	-5
O=C(Nc1cccc(F)c1)c1ccc2c(c1)OCO2	100	-7	0.41	9	104	95	2	13	-8

# The results go on.
SMILES,HUVEC inhibit,S1P2 agonist,DAT uptake mod,PostGolgi ctrl,Fibroblast inh,H69AR growth 86K,E coli WT exp,PostGolgi yeast,S1P2 antag
CN1CCN(C2=Cc3ccccc3Sc3cc(F)ccc32)CC1,70,-8,0.08,.,95,45,.,.,-5
Cn1nc(-c2ccccc2)c(CSc2ccccc2Cl)c1Cl,66,0,-0.3,4,66,91,2,-5,-30
COc1ccc(CCn2c(C)cc3c(c2=O)C(c2ccc4c(c2)OCO4)C(C#N)=C(N)O3)cc1OC (configuration not stated),104,.,2.6*,17,100,57,1,8,.
Cc1ccccc1Cn1c(=O)c2c(nc3n2CCCN3Cc2ccccc2)n(C)c1=O,81,-9,1,.,93,57,.,.,14
Cc1ccc(OCc2nnc(SCc3nc4ccccc4[nH]3)n2Cc2ccco2)cc1,85,-3,0.092,32*,92,91,3,-4,14
O=C1C=C(NCc2ccncc2)CC(c2ccccc2)C1 (configuration not stated),101,-2,-0.2,15,98,99,-4,-9,-4
CN(NC(=O)c1ccc(Cl)cc1)c1cccc(Cl)n1,.,-4,-0.53,14,.,.,7,3,3
O=C(O)C1CSC(c2ccccc2)N1C(=O)c1ccco1 (configuration not stated),106,0,0.57,8,106,111,2,8,6
CCN(CC)c1cc(C)c2cc(NC(=O)CNC(C)=O)ccc2n1,.,-5,0.22,33*,.,.,1,18,16
CCOc1ccc(CNC(=O)NS(=O)(=O)c2ccc(OC)cc2)cc1,97,-6,1.8,10,95,108,-1,2,7
Cc1ccc(N/N=C2/CCCNC2=O)cc1,.,-2,0.85,1,.,.,2,4,-12
CN(C)C(=O)CSc1nnc(Cc2ccccc2)n1Cc1ccco1,89,-7,-1.1,.,102,85,.,.,-3
CC(=O)[C@@H]1[C@@H]2C(=O)N(Cc3ccccc3)C(=O)[C@@H]2C2c3ccccc3C=CN21 (some centres not stated),86,-7,0.34,9,101,61,-3,7,-4
Cc1ccc(C(C(=O)NC2CCCC2)N(Cc2cccs2)C(=O)CNC(=O)c2cccs2)o1 (configuration not stated),.,-6,-1.1,9,.,.,-11,-4,7
O=C(c1cnn2ccccc12)N1CCN(C2CCCCC2)CC1,94,-1,0.24,7,100,96,4,7,4
CCOC(=O)c1c(NC(=O)c2ccco2)sc(C(=O)N2CCCC2)c1C,98,7,0.77,14,91,77,0,-1,-65
CCOC(=O)c1sc(=S)n(-c2ccccc2Cl)c1SC,.,-3,-0.23,22,.,.,-11,1,4
O=C1c2ccccc2NC(c2ccncc2)N1c1ccccn1 (configuration not stated),96,-4,0.47,5,98,85,-2,-1,7
Cc1sc(NC(=O)CSc2nnc(-c3ccccc3)o2)c(C#N)c1C,50,-1,-0.31,46*,93,82,-2,0,5
COCCn1c(=NC(=O)CSC(C)=O)sc2cc(F)ccc21,65,-3,-0.1,-6,89,58,-1,-4,-16
CCN(CC)c1ccc(-n2c(C)cc(C=O)c2C)cc1,118,-1,-0.044,0,99,48,-1,-9,5
COc1ccccc1NC(=O)CC(NCCN(C)C)C(=O)O (configuration not stated),100,-6,0.01,9,96,99,-3,4,-4
